# Screening data: PubChem BioAssay, several laboratories
# TRPN1 ag: agonists of zebrafish TRPN1 channel | activation, % at 3 µM | HEK293 zebrafish TRPN1-YFP, Fluo-8 calcium fluorescence; 100% = response to 87 µM carbachol | AID 1424 | 0.18% of 220,000 active;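 active means activation above its plate's cutoff, the mean activation of test wells on that plate plus 3 SD, cut at about 19% in these data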;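 further: 0% = DMSO alone and 100% = 87 µM carbachol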
#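 System: zebrafish TRPN1-YFP in HEK293 cells / Dosing: 3 µM single point / Timing: dye loading 1 h at 37 °C, then 30 min room temperature / Signal: Fluo-8 calcium fluorescence, excitation 470-495 nm, emission 515-575 nm / Read-out basis: percent activation from peak over basal fluorescence ratio, control-normalized / Control set: high carbachol 87 µM, low DMSO alone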
# p47phox inh: blocks human p47phox regulatory protein of NADPH oxidases | p47phox/p22phox peptide binding, fluorescence polarization, 2 h | inhibition, % at 24.7 µM | P14598 | 0.53% of 220,000 active;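 active means inhibition above about 30%, limit read from the data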;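 further: 0% = p47phox with labelled peptide and 100% = labelled peptide alone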
# TNF necrop inh: blocks TNF-alpha induced death of Jurkat FADD-/- cells; Jurkat FADD-/- TNF necroptosis rescue, ATP luminescence, 24 h; 0 = TNF only, 100 = no-TNF cells; activation (protection from cell death), % at 10 µM; 0.068% of 220,000 active;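 active means activation, meaning protection from cell death, of at least 50% relative to plate controls; inactive means activation below 50%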;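 further: necroptosis triggered by 40 ng/mL TNF-alpha added together with compound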
# TRPML3 ag: activates the human TRPML3 channel; Q8TDD5; HEK293 TRPML3-YFP, Fluo-8 calcium fluorescence; 100% = the carbachol control signal; activation, % at 3 µM; 0.29% of 220,000 active; AID 1448;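 active means activation above its plate's cutoff, the mean activation of the plate's test wells plus 3 SD, cut at about 12% in these data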;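 further: 0% = DMSO only wells and 100% = carbachol wells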
#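 system = HEK293 cells stably carrying human TRPML3-YFP | doses = one concentration, 3 µM nominal, 0.3% DMSO | timing = dye loading 1 h 37 °C then 30 min ambient, 125 s read | detection = Fluo-8 calcium dye fluorescence, ex 470-495, em 515-575 nm | benchmarks = high control carbachol 87 µM, low control DMSO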
# Runt-SMMHC FRET: inhibitors of human RUNX1 Runt domain binding to CBFb-SMMHC; Q01196+Q13951; Cerulean-Runt/Venus-CBFb-SMMHC FRET ratio 530/480, 1 h; inhibition, % at 20 µM; 0.74% of 220,000 active;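 active means mean inhibition across duplicate retests at 20 µM reaching about 50%, limit read from the data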;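 further: 0% = DMSO wells and 100% = wells with excess untagged CBFb-SMMHC; inhibitors lower the FRET ratio by blocking Runt binding to CBFb-SMMHC; some results filed as inactive read as strong as hits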
# Target sequence (Q01196 whole entry, looked up, the tested form may be a part): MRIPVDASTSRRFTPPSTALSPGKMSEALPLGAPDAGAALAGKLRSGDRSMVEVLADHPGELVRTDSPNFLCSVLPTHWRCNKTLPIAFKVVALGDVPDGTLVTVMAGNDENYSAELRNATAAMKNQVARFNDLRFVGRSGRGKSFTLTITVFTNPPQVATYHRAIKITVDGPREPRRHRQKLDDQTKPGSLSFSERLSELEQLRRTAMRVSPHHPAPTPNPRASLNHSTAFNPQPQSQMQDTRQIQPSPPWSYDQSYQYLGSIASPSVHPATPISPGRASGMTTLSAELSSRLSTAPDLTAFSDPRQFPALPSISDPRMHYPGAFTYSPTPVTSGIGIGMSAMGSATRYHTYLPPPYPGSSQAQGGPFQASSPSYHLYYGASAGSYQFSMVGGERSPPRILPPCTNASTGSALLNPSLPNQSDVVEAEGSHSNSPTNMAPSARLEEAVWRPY
# Target sequence (Q13951 whole entry, looked up, the tested form may be a part): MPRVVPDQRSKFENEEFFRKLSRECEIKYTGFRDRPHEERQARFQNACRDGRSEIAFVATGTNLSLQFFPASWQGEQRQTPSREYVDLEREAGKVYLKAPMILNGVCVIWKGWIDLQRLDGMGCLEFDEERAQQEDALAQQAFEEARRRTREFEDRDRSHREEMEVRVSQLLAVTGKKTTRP
# CHOP inh: inhibitors of CHOP induction in ER stress response; CHO-K1 CHOP-promoter luciferase, tunicamycin-induced, 15-18 h; inhibition, % at 10 µM; 3.8% of 220,000 active; AID 2732;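 active means compounds that reduced the stress-induced luciferase reporter signal by more than about 70% of percent inhibition, limit read from the data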;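 further: 0% = tunicamycin plus vehicle and 100% = wells without tunicamycin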
# MDM2 E3 inh: blocks human Mdm2 ubiquitin ligase activity | 0.11% of 210,000 active | signal enhancement, % at 5 µM | Q00987 | cell-based MDM2 ubiquitination luciferase reporter, 2 h; 0 = plate control, 100 = twice control, blank-subtracted;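 active means signal enhancement of 30% or more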;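 further: luminescence tracks abundance of the self-degrading MDM2-luciferase fusion protein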
#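 Buffer or medium: Cells held in DMEM | Assay system: Stable mammalian line carrying autodegrading MDM2–luciferase fusion reporter | Quantity: 2000 cells/well | Times: 4 h settle plus 2 h compound, 37 °C | Doses: One concentration, 5 µM, with 0.2% DMSO | Technique: Luminescence with SteadyLite reagent, 15 min at room temperature | Benchmarks: Plate controls and plate blanks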
# PPC-1+TRAIL kill: kills PPC-1 cancer cells in the presence of TRAIL. PPC-1 cells + TRAIL, ATPLite viability luminescence. AID 1443. 0.41% of 220,000 active. cell killing (% activity), % at 4 µM;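 active means cell killing above 50% in the first pass at 4 µM, then a duplicate retest at 5 µM averaging 50% or more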;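 further: plate controls were cells with TRAIL plus DMSO for no effect and medium-only wells lacking cells for full effect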
# EBV gp42 block: inhibitors of Epstein-Barr virus glycoprotein 42 | inhibition, % (tested at 21.74 µM) | 0.42% of 220,000 active | AID 1085 | Fluorescence polarization binding assay, mP read-out; in the data active means inhibition above about 50%
# Target sequence (Q1HVG2 whole entry, looked up): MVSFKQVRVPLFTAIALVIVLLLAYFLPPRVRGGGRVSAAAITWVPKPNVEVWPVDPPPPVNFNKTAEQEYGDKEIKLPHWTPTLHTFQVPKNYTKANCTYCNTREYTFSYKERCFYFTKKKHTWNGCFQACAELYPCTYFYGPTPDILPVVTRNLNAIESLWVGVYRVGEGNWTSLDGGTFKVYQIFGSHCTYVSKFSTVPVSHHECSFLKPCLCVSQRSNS
# * = called active by the depositor; x = no result given; [ ] = dose if it differs, or a comment.
# Order of values: TRPN1 ag, p47phox inh, PPC-1+TRAIL kill, CHOP inh, TNF necrop inh, TRPML3 ag, Runt-SMMHC FRET, MDM2 E3 inh, EBV gp42 block
N#Cc1nc(COc2ccc(F)cc2)oc1N1CCN(Cc2ccccc2)CC1
 : 1.8, -16.0, -2.5, 57.5, 2.3, 1.1, 1.8, 10.0, -7.7
O=C(CCn1c(=S)[nH]c2ccccc2c1=O)NCCCN1CCCC1=O
 : -0.6, -15.5, 3.1, -3.6, 0.4, -0.3, 1.3, 1.1, -10.8
Cc1ccc2nsnc2c1NC(=O)c1cncc(Br)c1
 : -0.9, -11.4, 26.9, 13.1, -0.4, -0.8, -1.3, 2.9, -2.2
CN(C1CCCC1)C1CCN(C(=O)CNC(=O)/C=C/c2ccccc2)CC1
 : 1.0, -1.3, 5.9, 29.9, 0.3, 0.7, 6.7, -41.8, -2.6
COc1cccc(NC(=O)[C@@H]2CCCN2C(=O)C2CCN(S(=O)(=O)c3ccc(C)cc3)CC2)c1
 : -0.8, 8.6, 15.8, 22.6, -6.3, -0.8, 2.6, -12.1, -15.3
O=C(CN1C(=O)c2ccccc2C1=O)Nc1sc2c(c1C(=O)NCc1ccco1)CCCC2
 : -1.0, -26.6, 26.0, 15.4, -0.5, -0.3, -5.1, 10.0, -12.7
C/C(=N\NC(=O)Cn1c(-c2ccccn2)nc2ccccc21)c1cccc(O)c1
 : 2.7, -10.6, -3.4, -9.1, 0.8, 0.8, 1.0, -2.4, -25.9
COC(=O)Cc1[nH]c(Cl)nc1C(N)=O
 : 0.1, -1.9, 7.2, 6.0, 5.2, 0.8, -4.1, -10.8, -10.6
CC(C)(C)c1nc(C(C)(C)C)c(Br)c(=O)[nH]1
 : -1.1, -3.8, -8.9, 60.2, 0.2, 0.6, 1.9, 7.1, -19.0
CC1CN/C(=C\C(=O)c2ccc(Cl)cc2)C(=O)N1 (centres undefined)
 : 1.2, -1.8, 28.2, 26.7, -0.4, 0.4, -7.9, -40.6, -10.8
O=C(NC1CCCCC1)c1ccccc1NC(=O)C1CC(=O)N(c2ccc(Cl)cc2)C1 (centres undefined)
 : 1.0, -16.7, 16.9, 53.6, 0.7, 0.7, 6.9, -0.5, -7.5
O=C(CC1NCCNC1=O)Nc1ccc2c(c1)OCO2 (centres undefined)
 : 0.5, -10.1, 7.6, 25.4, -0.1, 0.9, 2.7, -3.7, -23.9
COc1ccccc1C/C(N)=N/OC(=O)c1cccs1
 : -0.5, -5.3, 32.8, 6.2, -3.0, 0.2, 1.8, -6.0, 6.3
O=C(CSc1ccc2nnc(-c3ccccc3)n2n1)NCC1CCCO1 (centres undefined)
 : -0.2, -5.1, -4.9, 9.6, -0.4, 0.6, 2.0, -5.7, -1.5
COc1ccc(C(=O)Nc2ccncc2)c(OC)c1
 : -1.8, -11.3, 6.2, 4.7, -2.9, 0.2, 3.0, -34.4, -9.1
CCOC(=O)C1CCCN(S(=O)(=O)c2ccc(NC(C)=O)cc2)C1 (centres undefined)
 : 3.0, -6.8, 7.9, 9.6, 0.0, 2.1, 0.4, -17.8, -16.2
Cc1nc2c(-c3ccc(F)cc3)c(C)nn2c(C)c1CCC(=O)Nc1ccc(F)cc1F
 : 1.5, -2.8, 7.8, 60.1, 1.4, 1.1, -1.5, -16.1, -10.9
Cc1ccc(C)c(C(=O)c2c(C)nc3sccn23)c1
 : -0.6, 0.7, -0.3, 28.8, -4.8, -0.7, 0.9, -7.2, -8.3
CCN1CCCC1CNC(=O)c1ccc(CS(=O)(=O)c2ccccc2C)o1 (centres undefined)
 : 0.4, -2.7, 26.5, -10.3, 2.8, 1.0, -3.7, -0.1, -38.9
CC(C)NC(=O)COC(=O)c1ccc(O)cc1
 : -0.5, -7.3, -6.1, 10.2, -0.5, -0.2, 3.2, 9.3, -22.1
O=c1[nH]c(=S)n(-c2cccc(Cl)c2)c(O)c1/C=N/N1CCOCC1
 : 0.9, -18.9, 13.8, 5.6, -13.1, 0.6, 1.5, -10.0, -31.0
COc1ccccc1Oc1coc2c(CN3CCOCC3)c(O)ccc2c1=O
 : -0.1, -16.3, 14.5, -14.3, 0.0, 0.5, -1.3, -9.1, -1.4
Cc1ccc(C)c(NS(=O)(=O)c2cc(C(N)=O)ccc2C)c1
 : 0.1, -9.6, 15.5[5 µM], -13.4, -0.6, 1.0, -6.4, -29.9, -11.7
Nc1ccccc1CNc1nc(NCCO)nc2c1ncn2CCN1CCOCC1
 : x, -3.2, -6.1, 6.9, 0.4, x, -0.2, -2.1, 0.9
CCCCNC(=S)N(C)/N=C/c1ccc2c(c1)OCO2
 : -1.1, -9.6, 10.9, 36.6, 2.0, -0.6, -1.3, -18.2, -10.8
O=C(N/N=C/c1cccnc1)C(O)(c1ccccc1)c1ccccc1
 : -0.1, -1.3, -2.7, 12.0, -1.8, 1.1, -0.9, -13.8, -10.0
CC(C)(C)C1CCc2c(sc(NC(=O)C3CC=CCC3C(=O)O)c2C#N)C1 (centres undefined)
 : -1.1, -3.9, 1.0, 55.2, 1.0, 0.0, -4.4, -8.7, 5.2
CC(=O)c1c(C)oc2ccc(N(C(C)=O)S(=O)(=O)c3ccc(Cl)c([N+](=O)[O-])c3)cc12
 : -0.6, -1.8, 35.2, 18.9, -13.1, 0.2, -9.1, -11.7, -24.5
COc1ccc(NC(=O)CSc2ncnc3[nH]ncc23)cc1
 : 0.0, -6.6, -5.0, 1.0, 6.6, -0.2, 0.8, -3.1, -4.9
NC(=O)CC(NC(=O)c1ccc(Br)cc1)c1ccc(NCc2ccc(F)c(F)c2)c([N+](=O)[O-])c1 (centres undefined)
 : x, -5.2, 18.1, 14.1, 3.6, x, -3.7, -0.4, -16.8
Cc1cccc(N2CCN(CC(=O)Nc3ccc(-n4cnnn4)cc3)CC2)c1C
 : 1.7, -1.1, 23.7, 94.1*, 0.3, -0.2, -1.8, -13.3, 1.5
Cc1cccc(N(C)C(=O)COc2cc(=O)n(C)c3ccccc23)c1
 : 1.9, -2.5, 10.2, -17.3, -0.1, -0.8, -2.1, -10.1, -4.5
CCOC(=O)c1ccc(NC(=O)c2cn(-c3ccccc3)nc2-c2ccncc2)cc1
 : -1.0, -19.0, 18.8, 3.6, -11.4, 0.4, -10.7, 8.3, -15.3
Cn1cc(CN2CCc3c([nH]c4ccccc34)C2C2CCCCC2)cn1 (centres undefined)
 : -0.8, -13.6, -0.7, 40.3, 0.9, 0.9, -2.3, -5.5, -10.4
CN(C)c1nc(OCCNC(=O)COc2ccccc2Cl)nc(N(C)C)n1
 : -0.4, -9.2, 14.2, -0.9, -0.3, 0.0, -4.5, -4.7, -2.8
O=C(CCCOc1ccccc1)Nc1cccc([N+](=O)[O-])c1
 : 0.5, 7.3, -2.8, 18.6, 2.0, 0.3, -2.5, -7.5, -14.6
N#Cc1nc(-c2ccco2)oc1NCCN1CCOCC1
 : 0.0, -3.0, 22.2, 29.2, 0.4, 0.4, 1.4, -1.2, -1.0
CCCn1nnc(NC(=S)NC(=O)c2cccs2)n1
 : -0.2, -14.1, -10.0, -16.9, 0.7, 0.7, -0.3, 3.0, -9.8
O=C(CCn1cnnn1)Nc1ccccc1F
 : 0.4, -5.2, 13.7, 1.1, 1.1, 1.1, 0.1, -21.6, -11.6
Cc1noc(C)c1-c1nc(CSc2ccc(Cl)cc2)no1
 : -0.9, -18.6, -3.1, 20.1, 2.2, -0.6, -1.6, -16.2, -17.7
Cn1nnc2cc(C(=O)NCc3ccco3)ccc21
 : -0.1, -7.0, 16.7, 9.2, -1.6, 0.6, 1.4, -18.9, -13.0
C#CCn1c(=NC(=O)CSCC(=O)N2CCOCC2)sc2ccccc21
 : 1.0, -3.1, -14.7, -31.7, 0.5, 0.8, 0.6, -1.1, -10.3
CCOc1cc(C)c(Cl)cc1S(=O)(=O)n1cnc2ccccc21
 : -0.4, -1.6, 12.1, 52.6, -3.3, 0.5, -3.1, -15.0, 2.5
O=C(CSc1nc2cc(Cl)ccc2s1)Nc1cccc(S(=O)(=O)N2CCOCC2)c1
 : -1.8, -57.9, 5.9, 6.0, 6.3, 0.4, -3.4, -7.1, -10.7
Cc1c(Cl)c([N+](=O)[O-])nn1CCCC(=O)Nc1cccc(Cl)c1
 : 0.5, -4.4, 8.0, 41.9, 6.4, -0.5, -0.7, 9.3, 3.1
CCCCC1=CC2=CC(=O)C(C)(OC(=O)CC)C(=O)C2=CN1CCc1ccc(Br)cc1 (centres undefined)
 : x, -9.9, -20.1, 14.4, 1.5, x, 10.6, 3.2, -12.3
CC1CCc2nc3ccccc3c(C(=O)OCC(=O)N(C)C3CCS(=O)(=O)C3)c2C1 (centres undefined)
 : 0.1, -1.4, 46.0, 15.5, 1.5, 0.3, -1.8, 2.0, -5.0
O=C(/C=C/c1cn(-c2ccccc2)nc1-c1cccnc1)N1CCCCC1
 : -1.2, 3.4, 15.6, -8.6, 0.1, -1.0, 0.6, -12.5, 7.5
COCCCNC(=O)c1cn(CC(C)C)c(=O)c2c1c1ccccc1n2C
 : -0.4, -11.9, 4.0, 15.1, -0.5, 0.5, 3.7, 4.8, -5.5
COCN(C#N)c1nc(OC)nc(OC)n1
 : 0.5, 1.4, 2.7, -30.1, 0.9, 0.8, -6.6, -7.5, -22.0
COc1ccc(OC)c(NC(=O)CSc2nc3ccccc3c3nc4ccccc4n23)c1
 : -0.5, 79.2*, 2.9, 78.2*, 0.5, 2.3, -4.0, -17.4, 12.8
COc1ccccc1NC(=O)CC1C(=O)Nc2c1c(=O)n(C)c(=O)n2C (centres undefined)
 : 0.2, -20.7, -11.7, 17.8, -2.4, 0.3, -1.0, -23.9, -5.3
Cn1nccc1NS(=O)(=O)c1ccc(F)cc1
 : 0.5, -8.6, 21.9, -5.8, 1.9, 0.9, 0.5, -10.8, -3.6
Cc1ccc(CC2CC(=O)N(c3ccc(C)cc3)C2=O)cc1 (centres undefined)
 : -0.5, 6.1, -1.3, 10.7, 1.2, 0.1, 1.4, -10.7, 6.2
COc1cccc(-n2nnnc2SCC(=O)N2CCCc3ccccc32)c1
 : -0.7, -4.7, -8.1, 70.2*, 1.9, -0.7, 0.8, -5.7, -1.5
O=C1CCCc2ccccc2N1Cc1ccccc1Cl
 : -1.4, -7.8, 9.0, 23.2, -3.0, -1.4, -4.3, 6.0, -13.1
O=C(NNc1ccc(O)cc1)c1ccc(Br)cc1
 : 1.0, 0.1, 2.9, 2.4, -4.5, 1.0, 8.2, -22.3, -1.6
Cc1ccccc1NC(=O)C1c2ccccc2Oc2ccccc21
 : -0.2, -13.1, 7.5, 24.1, -0.1, 0.9, 2.7, -8.4, -0.8
O=C(O/N=C(\c1ccccc1)c1ccncc1)c1ccccc1Cl
 : -2.4, 0.3, -38.5, 8.2, 0.0, -1.3, 0.5, -11.6, 14.1

# Compounds were not picked by outcome; any-hit rate near 5.9%.
